SMN2 splice enh: qHTS Assay for Enhancers of SMN2 Splice Variant Expression; HEK293 SMN2-luciferase splicing reporter, luminescence, 30-36 h; Potency, µM (doses to about 46.1 µM), for the others: at the highest dose activity change, positive = activation, most hits filed as activators; actives 2.8% (n = 210,000); AID 1458, 2008; further: % of control where 0% means no effect; nearly all actives have a fitted effect of over 55% in size
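qHTS luciferase splicing reporter: luminescence rises when SMN2 exon 7 is included in transfected HEK293 cells. Compound exposure lasted 30-36 h at 37C, with 4.5 mM final sodium butyrate as control, followed by a ONE-Glo read.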
RECQ1 helicase: qHTS Assay for Inhibitors of RecQ-Like Dna Helicase 1 (RECQ1); RECQ1 DNA unwinding, red fluorescence kinetic read; actives 0.54% (n = 240,000); AID 2549, 2010; Potency, µM (series often up to 57.3 µM), for inactives: top-dose activity, negative = inhibition, most hits filed as inhibitors; ATP-dependent DNA helicase Q1 (Homo sapiens), P46063;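 further: plate controls were vehicle for no effect and no enzyme for full effect; nearly all actives have a fitted effect of over 30% in size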
Target sequence (P46063 whole entry, looked up): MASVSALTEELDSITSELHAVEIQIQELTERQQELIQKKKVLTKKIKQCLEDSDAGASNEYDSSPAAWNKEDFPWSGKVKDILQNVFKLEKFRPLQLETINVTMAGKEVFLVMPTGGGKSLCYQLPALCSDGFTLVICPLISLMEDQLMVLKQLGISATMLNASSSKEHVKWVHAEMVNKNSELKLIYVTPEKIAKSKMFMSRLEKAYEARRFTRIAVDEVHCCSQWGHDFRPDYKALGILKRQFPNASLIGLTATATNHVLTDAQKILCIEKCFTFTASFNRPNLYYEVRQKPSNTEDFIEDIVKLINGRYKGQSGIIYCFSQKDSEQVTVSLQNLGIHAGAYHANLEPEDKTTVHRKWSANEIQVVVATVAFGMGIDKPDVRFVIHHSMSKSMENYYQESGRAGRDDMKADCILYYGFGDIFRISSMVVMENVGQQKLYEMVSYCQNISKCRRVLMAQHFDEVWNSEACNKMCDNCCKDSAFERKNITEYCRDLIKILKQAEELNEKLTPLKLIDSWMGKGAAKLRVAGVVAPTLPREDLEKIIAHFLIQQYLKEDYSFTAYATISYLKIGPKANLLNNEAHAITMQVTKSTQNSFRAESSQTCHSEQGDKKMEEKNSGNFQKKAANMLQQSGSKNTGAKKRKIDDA
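50 nM RECQ1T1 preincubated 15 min with compound in Tris pH 8.0 buffer with MgCl2, DTT, Tween-20 and 2.5 ug/ml poly(dI-dC); started with 200 nM TAMRA/BHQ-2 forked duplex and 2 mM ATP. Unwinding read as fluorescence (525/598 nm), two reads 2 h apart.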
GoLoco inh red: qHTS Assay for Inhibitors of RGS12 GoLoco Motif Activity (Red Fluorophore); Guanine nucleotide-binding protein G(i) subunit alpha-1 (Homo sapiens), P63096; Gai1:RGS12 GoLoco peptide FP, rhodamine, 10 min; Potency, µM (highest dose often 61.6 µM), without a hit: at the top dose activity, negative = inhibition, most hits filed as inhibitors; actives 0.44% (n = 230,000); active means well fitted inhibition curve with a large enough effect, not every such curve was filed as active; inactive means no such curve, though single readings can be large or run the other way; further: on the % scale 0 is the no-effect control and ±100 the full control effect; nearly all actives have a fitted effect of over 30% in size; many of its hits are not listed in these tables
IMPase Li cell: qHTS Assay for Identifying the Cell-Membrane Permeable IMPase Inhibitors: Potentiation with Lithium. CHO-M1 cells, IP1 TR-FRET (IP-One), carbachol + lithium. Potency, µM (doses to about 59.4 µM), for inactives: top-dose activity, negative = IMPase inhibition, actives largely listed as inhibitors. actives 0.35% (n = 210,000);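 further: IP1 builds up when IMPase is blocked and the TR-FRET signal falls; plate controls were basal vehicle for no effect and high inhibitor control for full effect; nearly all actives have a fitted effect of over 50% in size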
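Lithium-sensitised IP1 accumulation assay; M1-expressing CHO cells treated 30 min at 37C with compound. Competitive antibody detection by time-resolved FRET followed a 10 min room-temperature lysis step.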
Luc counter: Counterscreen for Luciferase (Kinase-Glo TM) Inhibition; Luciferin 4-monooxygenase (Photuris pensylvanica), Q27757; Potency, µM (titrated, usually from 38.3 µM), for inactives: at the top dose activity change, negative = inhibition, actives largely listed as inhibitors; Kinase-Glo luciferase, ATP luminescence, 8 min; AID 1379, 2008; actives 0.28% (n = 200,000); further: on the % scale 0 is the no-effect control and ±100 the full control effect; nearly all actives have a fitted effect of over 60% in size
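Inhibition of Kinase-Glo luciferase light generation was assessed at 10 uM ATP in pH 7.2 imidazole buffer, with luminescence measured after eight minutes at ambient temperature.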
Epigenetic reg: Quantitative High-Throughput Screen for Regulators of Epigenetic Control. Potency, µM (highest dose often 53.9 µM), for inactives: at the highest dose GFP activation, hits mostly activators. murine LDR cells, GFP reporter derepression, 30 h. AID 1865, 2009. actives 0.2% (n = 280,000); further: % of control where 0% means no effect; nearly all actives have a fitted effect of over 60% in size
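Derepression of a silenced CMV-GFP reporter in murine LDR cells is scored by enumerating GFP-positive cells with a laser-scanning microplate cytometer after 30 hours of treatment at 37 C.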
NPSR antagonist: qHTS Assay for Antagonists of the Neuropeptide S Receptor: cAMP Signal Transduction | Q6W5P4 | Potency, µM (highest dose often 38.3 µM), for the others: top-dose activity change, negative = inhibition, most hits filed as inhibitors | AID 1461, 2008 | actives 1% (n = 220,000) | CHO-NPSR cells, cAMP TR-FRET, antagonist mode; further: on the % scale 0 is the no-effect control and ±100 the full control effect; nearly all actives have a fitted effect of over 50% in size; many of its hits are not listed in these tables
Target sequence (Q6W5P4 whole entry, looked up): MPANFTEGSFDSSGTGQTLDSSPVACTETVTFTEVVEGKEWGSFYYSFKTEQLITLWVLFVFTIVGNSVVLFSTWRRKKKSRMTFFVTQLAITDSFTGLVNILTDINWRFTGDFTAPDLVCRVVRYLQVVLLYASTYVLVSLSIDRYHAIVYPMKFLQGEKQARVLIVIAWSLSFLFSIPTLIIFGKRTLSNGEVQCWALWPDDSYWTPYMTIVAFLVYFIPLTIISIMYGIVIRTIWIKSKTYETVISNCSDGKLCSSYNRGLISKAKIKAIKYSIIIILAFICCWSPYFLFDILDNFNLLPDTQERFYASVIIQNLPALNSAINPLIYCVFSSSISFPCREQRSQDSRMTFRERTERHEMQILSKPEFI
JMJD2E inh: qHTS Assay for Inhibitors of Human Jumonji Domain Containing 2E (JMJD2E); Lysine-specific demethylase 4E (Homo sapiens), B2RXH2; JMJD2E catalytic domain, FDH-coupled NADH fluorescence (FDH is formaldehyde dehydrogenase); Potency, µM (series often up to 57.1 µM), for the others: at the highest dose activity change, negative = inhibition, actives largely listed as inhibitors; actives 1.6% (n = 230,000); AID 2147, 2009; active means well fitted inhibition curve with a large enough effect, not every such curve was filed as active; inconclusive means small, poorly fitted or top-dose-only effect, or another doubt; inactive means no such curve, though single readings can be large or run the other way;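 further: 0% = wells with enzyme and -100% = buffer wells without enzyme; nearly all actives have a fitted effect of over 50% in size; many of its hits are not listed in these tables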
Active calls of the source: *; i = inactive; ? = inconclusive; . = not tested or not shown; & = joins results of further samples; [ ] = dose if it differs, or a comment. Unless noted, the call rests on the fitted dose curve; in most records, active means well fitted curve in the direction sought with a large enough effect; inconclusive means small, poorly fitted or top-dose-only effect, or another doubt; inactive means no such curve, though single readings can be large; an effect the other way counts as inactive or inconclusive. Potency means the concentration at half of the fitted maximal effect. Not all compounds are listed; the hit share may differ from the screen's.

item	Molecule	SMN2 splice enh	RECQ1 helicase	GoLoco inh red	IMPase Li cell
1	Cc1ccc(C(=O)N2CCC3(CC2)Oc2ccc(Cl)cc2C(=O)C32CC(c3ccccc3)=NO2)s1 (stereo unspecified)	.	-2%	6%	.
2	Cc1ccc(C(=O)CC(C(=O)O)n2cnc([N+](=O)[O-])n2)cc1 (stereo unspecified)	.	i	7%	0%
3	O=C(Nc1scc(-c2ccc(F)cc2)c1C(=O)O)c1ccco1	?	i	3%	47%[38.3 µM]
4	O=C1N(c2ccccc2)C(c2ccc(Cl)cc2)N2CCCN12 (stereo unspecified)	4%	-2%	10%	10%
5	CCOC(=O)N1CCN(CC(=O)Nc2c(C(=O)OC)[nH]c3ccc(Cl)cc23)CC1	-46%[inhibitor]	i	8%	6%[38.3 µM]
6	Cn1c(N)c(C(=O)COC(=O)C2CCN(S(=O)(=O)c3cccs3)CC2)c(=O)n(C)c1=O	.	-2%	2%	.
7	CCN(CC)C1=CC2=CC(=C(C#N)C#N)CCC2CC1 (stereo unspecified)	-28%	11%	25%	18%
8	C=CCC1(Cl)C(=O)C(Cl)=C(N2CCN(C)CC2)C1(OC)OC (stereo unspecified)	.	-6%	6%	.
9	COc1ccc(CCC(C)Nc2ccc(F)c(F)c2)cc1 (stereo unspecified)	-16%	6%	-6%	11%
10	Cc1ccccc1-c1noc(-c2ccccc2C(=O)N2CCCC2)n1	-13%	1%	-2%	-7%[38.3 µM]
11	CCn1c2ccccc2c2nnc(SCC(=O)c3ccccc3)nc21	21%	-6%	8%	39%[38.3 µM]
12	CCOc1ccc(C(c2c(NC(=O)c3ccccc3)sc(C)c2C)N2CCN(CCO)CC2)cc1 (stereo unspecified)	?	4%	-5%	1%

item	Luc counter	Epigenetic reg	NPSR antagonist	JMJD2E inh
1	.	1.7%	-10%	-6%
2	-2%	-1.1%	-20%	-4%
3	-6%	1.0%	-12%[46.1 µM]	-27%
4	1%	0.0%	2%[46.1 µM]	0%
5	2%	0.0%	?	?
6	.	-0.1%	6%	4%
7	-5%	3.4%	-23%	-2%
8	.	0.1%	12%	-5%
9	3%	-1.6%	-18%	8%
10	-2%	-0.7%	?	4%
11	6%	-1.1%	-21%[46.1 µM]	?
12	-5%	-4.1%	-48%	15%

Entries of single compounds, quoted from the list:
CCN(CC)C1=CC2=CC(=C(C#N)C#N)CCC2CC1 (stereo unspecified) is listed as SMN2 splice enh = -28%; RECQ1 helicase = 11%; GoLoco inh red = 25%; IMPase Li cell = 18%; Luc counter = -5%; Epigenetic reg = 3.4%; NPSR antagonist = -23%; JMJD2E inh = -2%
CCn1c2ccccc2c2nnc(SCC(=O)c3ccccc3)nc21 is listed as SMN2 splice enh = 21%; RECQ1 helicase = -6%; GoLoco inh red = 8%; IMPase Li cell = 39%[38.3 µM]; Luc counter = 6%; Epigenetic reg = -1.1%; NPSR antagonist = -21%[46.1 µM]; JMJD2E inh = ?

(next part)
item	Molecule	SMN2 splice enh	RECQ1 helicase	GoLoco inh red	IMPase Li cell
13	Cn1c(=NC(=O)COc2ccccc2)sc2cccc(F)c21	.	-4%	5%	.
14	Cc1ccc(C2CC(=O)Oc3ccc(O)cc32)cc1 (stereo unspecified)	.	i	-1%[88.7 µM]	-10%
15	NC(CSCC(=O)O)C(=O)O (stereo unspecified)	.	i	-6%	-13%
16	Cc1ccc(C2(CCN)CCOC(C(C)C)C2)cc1 (stereo unspecified)	14%	-2%	-7%	1%
17	Cc1ccc(CNC(=O)C2(c3cccs3)CCOCC2)cc1	6%	-1%	9%	-2%
18	Cc1cccc(OCC(=O)Nc2nc3ccc([N+](=O)[O-])cc3s2)c1	-18%	-16%	-9%	0%[38.3 µM]
19	Cc1ccc(NCC(=O)N/N=C\C(Br)=C\c2ccccc2)cc1	9%	-4%	9%	28%[38.3 µM]
20	N#CCSc1nc2ccccc2o1	.	-6%	2%	.
21	CCN(CC)c1ccc(O)c(C=Nc2ccc(C)c(C)c2)c1	5%	i	-1%	2%
22	CCOC(=O)c1[nH]c(CO)c(C(=O)OCC)c1C	.	-19%	1%	.
23	O=[N+]([O-])c1ccc(/C=C/c2ccc3cccc([N+](=O)[O-])c3n2)cc1	-41%[inhibitor]	2%	-1%	-1%
24	Cc1cccn2cc(COc3cccc([N+](=O)[O-])c3)nc12	.	-4%	-4%	12%

item	Luc counter	Epigenetic reg	NPSR antagonist	JMJD2E inh
13	.	0.0%	-24%	7%
14	1%[39.9 µM]	1.8%[96.6 µM]	.	.
15	-1%[39.9 µM]	3.1%	.	.
16	3%	-1.0%	11%	-8%
17	2%	2.3%&-1.1%	13%	3%
18	3%	-1.8%	3%[46.1 µM]	2%
19	2%	-8.7%	-8%[46.1 µM]	-7%
20	.	-0.3%	-2%[7.67 µM]	6%
21	1%	-2.0%	-9%	-14%
22	.	0.5%	-3%	2%
23	2%	4.4%	-7%	3%
24	-2%	-0.6%	14%	0%

The final 2 records of the part above open the next one.
item	Molecule	SMN2 splice enh	RECQ1 helicase	GoLoco inh red	IMPase Li cell
23	O=[N+]([O-])c1ccc(/C=C/c2ccc3cccc([N+](=O)[O-])c3n2)cc1	-41%[inhibitor]	2%	-1%	-1%
24	Cc1cccn2cc(COc3cccc([N+](=O)[O-])c3)nc12	.	-4%	-4%	12%
25	C/C(Cl)=C/Cn1c(N2CCCC2)nc2c1c(=O)n(C)c(=O)n2C	-16%	-2%	0%	8%[38.3 µM]
26	Cc1ccc(C2C(C#N)=C(N)Oc3c2sc2ccccc32)o1 (stereo unspecified)	5%	?	66%[activator]	-6%[38.3 µM]
27	CC(C)(C)NC(=O)Cn1nnc(-c2ccc(S(C)(=O)=O)cc2)n1	.	-1%	.	.
28	O=C1/C(=C/C=C/c2ccco2)SC(=S)N1c1ccc(O)cc1	.	11µM*	95%[activator]	.
29	CCOC(=O)C(NS(=O)(=O)c1ccccc1)(C(F)(F)F)P(=O)(OC(C)C)OC(C)C (stereo unspecified)	12%	i	-19%	31%[38.3 µM]
30	O=C(NC(c1ccccc1)c1ccccc1)C1(c2cccs2)CCOCC1	11%	-2%	14%	2%
31	O=C(COC(=O)c1ccccc1O)Nc1ccc(OC(F)F)cc1	?	-9%	4%	17%[38.3 µM]
32	C=CCOCCN(C)C1=NS(=O)(=O)c2ccccc21	.	-4%	1%	6%
33	COc1ccccc1CC(=O)Nc1ccc(-c2noc(COc3ccc(Br)cc3)n2)cc1	-17%	-3%	15%	-61%[38.3 µM]
34	Cc1ccc(C(=O)C(=O)c2ccc(C)c(N)c2)cc1N	.	-6%	9%	.
35	COC(=O)Cc1c(C)nc2nc(-c3ccccc3)[nH]n2c1=O	24%	-13%	-2%	21%[38.3 µM]
36	O=S(=O)(Cc1ccccc1Cl)CC(O)COc1ccccc1Cl (stereo unspecified)	-21%	-13%	4%	11%[38.3 µM]

item	Luc counter	Epigenetic reg	NPSR antagonist	JMJD2E inh
23	2%	4.4%	-7%	3%
24	-2%	-0.6%	14%	0%
25	-2%	0.7%	-6%[46.1 µM]	-1%
26	-2%	2.8%	7%[7.67 µM]	?
27	.	2.1%	-8%[46.1 µM]	472%[activator]
28	.	3.2%	-22%	14µM*
29	-2%	5.7%	-7%[46.1 µM]	-2%
30	1%	0.0%	-22%	10%
31	1%	-1.1%	-13%[46.1 µM]	?
32	-1%	-4.7%	-11%	2%
33	4%	-1.5%	-15%[46.1 µM]	4%
34	.	11%	11%	-14%
35	-6%	-1.1%	-15%[46.1 µM]	?
36	-3%	5.8%	-20%[46.1 µM]	2%

Next section.
item	Molecule	SMN2 splice enh	RECQ1 helicase	GoLoco inh red	IMPase Li cell
37	COc1cc(-c2nnco2)cc(OC)c1OC	.	6%	3%	4%
38	Cc1ccc(NC(=O)CN(C)C(=O)CN2C(=O)NC(C)(c3ccccc3)C2=O)cc1 (stereo unspecified)	.	i	.	.
39	CCOC(=O)CCNC(=O)c1ccccc1Br	8%	-4%	4%	5%[38.3 µM]
40	CCOC(=O)N1CCN(C(=O)CSc2nnc(-c3cccc(Cl)c3)o2)CC1	-19%	-14%	-9%	-13%[38.3 µM]
41	COc1cc(/C=N/N=C2/NC(=O)C(CC(=O)O)S2)ccc1OCc1cccc(Cl)c1 (stereo unspecified)	28%	i	3%	11%
42	CCc1ccccc1N=C1S/C(=C/c2ccccc2OCC(=O)N2CCOCC2)C(=O)N1C	-23%	-7%	1%	10%
43	CC(=O)N[C@@H](c1ccccc1)[C@]1(C)C[C@H]1[C@@H](C)C(=O)Nc1ccc2ccccc2c1	-17%	-7%	13%	2%
44	O=c1c(Cc2ccc(Cl)cc2)c(O)ccn1Cc1cccc(Cl)c1	0%	2%	14%	0%
45	CC(C)C[C@H](NC(=O)c1nc[nH]c1C(=O)NCC(=O)OC(C)(C)C)C(=O)OC(C)(C)C	.	i	-2%	.
46	O=C(NC(=S)Nc1ccc(NC(=O)c2cccs2)cc1)c1ccco1	-4%	-6%	4%	-1%
47	C=CCOC(=O)C1=C[C@@H](c2ccccc2)[C@H](CCCO)[C@@H](OCC)O1	.	-5%	-5%	-6%
48	Brc1c(C[n+]2ccccc2)nc2ccccn12	.	0%	5%	.

item	Luc counter	Epigenetic reg	NPSR antagonist	JMJD2E inh
37	3%	1.1%	-3%	-12%
38	.	-1.0%	-5%[46.1 µM]	0%
39	-1%	-1.1%	-4%[46.1 µM]	7%
40	2%	0.0%	2%[46.1 µM]	-2%
41	2%	-6.4%	5%	-20%
42	3%	0.0%	-29%	3%
43	-3%	-3.8%	.	3%
44	-1%	0.0%	10%[46.1 µM]	-7%
45	.	-3.3%	-19%	1%
46	0%	1.0%	-1%	2%
47	.	4.0%	29%	6%
48	.	6.2%	11%	9%

From PubChem
